Screening results deposited in PubChem by National Center for Advancing Translational Sciences (NCATS).
p53ts 39C tox – qHTS Screen for Compounds that Selectively Target Cancer Cells with p53 Mutations: Cytotoxicity of p53ts Cells at the Nonpermissive Temperature; 1.5% of 130,000 active; AID 902, 2007; H1299-p53A138V viability at 39C, ATP luminescence, 24 h; Potency, µM (top dose mostly 46.1 µM), inactives show at the top dose activity change, negative = cell killing, most hits filed as cytotoxic; note: nearly all actives have a fitted effect of over 55% in size
Imprint erasure – qHTS Assay for Compounds that Induce Erasure of Genomic Imprints; mouse ES Peg3-LacZ reporter, beta-gal luminescence, 40 h; Potency, µM (top dose mostly 60.7 µM), inactives show at the highest dose activity change, positive = activation, most hits filed as activators; 0.02% of 110,000 active;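 note: 0% = negative control wells on the plate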
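Readout: BetaGlo luminescence (5 min, room temp) for LacZ from the normally silent maternal Peg3 allele in female Peg3LacZ-Neo ES cells. Cells 300/well, 40 h, 37C, 5% CO2. Data normalized per plate to negative controls.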
p53ts 32C tox – qHTS Screen for Compounds that Selectively Target Cancer Cells with p53 Mutations: Cytotoxicity of p53ts Cells at the Permissive Temperature; H1299-p53A138V at 32C, ATP luminescence viability, 24 h; Potency, µM (doses to about 46.1 µM), for inactives: at the highest dose activity change, negative = cytotoxicity, most hits filed as cytotoxic; 0.93% of 130,000 active;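 note: 0% = DMSO and -100% = full killing by reference compound; nearly all actives have a fitted effect of over 55% in size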
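H1299-p53 A138V cells (temperature-sensitive p53) exposed 24 h to up to 46 uM compound at 32C, where p53 is wild-type in conformation. Viability read as ATP luminescence and normalised to DMSO and 100 uM tamoxifen. AC50 fitted with the Hill equation.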
IkB sig inh – IkB Signaling | ABC-DLBCL IkBa-CBG/CBR dual luciferase ratio, 4 h; response scale: scaled: untreated 0%, proteasome inhibitor 100% | Potency, µM (highest dose often 57.1 µM), inactives show at the highest dose IkBa stabilization activation | 0.04% of 110,000 active; active = well fitted curve in the direction sought with a large enough effect in the signal ratio, not every such curve was filed as active; inconclusive = small, poorly fitted or top-dose-only effect, or a change in a side signal; the % refers to the signal ratio;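 note: the direction sought is a rising ratio; 0% = basal untreated cells and 100% = reference inhibitor full response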
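In this assay, an IκBα–CBG68 fusion accumulates when IKK-driven degradation is blocked; native CBR normalizes for cell number. OCI-Ly3 cells were treated 4 h with compound and doxycycline, then green and red light read after Chroma-Glo addition.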
Active calls of the source: *; ? = inconclusive; . = no result given; & = joins results of further samples; [ ] = remark or other dose. Unless noted, calls come from the whole dose curve; as a rule, active = well fitted curve in the direction sought with a large enough effect; inconclusive = small, poorly fitted or top-dose-only effect, or another doubt; inactive = no such curve, though single readings can be large; an effect the other way counts as inactive or inconclusive. Unless noted, % is set by controls: 0 for no effect and ±100 for the full control effect; potency is the fitted concentration of half-maximal effect. Outcome played no part in choosing rows, and some 1.7% of all compounds hit somewhere here.

SMILES	p53ts 39C tox	Imprint erasure	p53ts 32C tox	IkB sig inh
CCSC1=NC2(CCN(C(=O)NC3CCCCC3)CC2)N=C1c1ccc(OC)cc1	0%	8%[10.9 µM]	8%	?
Cc1ccc2c(c1)NC(=O)C(CC(=O)NCCCN1CCCCC1)O2 (stereo not drawn)	2%	3%	0%	-0.6%
O=C(O)C1C2C=CC(C2)C1C(=O)N1CCN(CCO)CC1 (stereo not drawn)	-12%	-5%	-11%	1.7%
Cc1ccc(C2C=C(c3ccc(Cl)cc3)Nc3nc(NC(=O)c4ccco4)nn32)cc1 (stereo not drawn)	6%	18%[10.9 µM]	3%	-3.3%
CC1CCN(c2oc(-c3cccc4ccccc34)nc2C#N)CC1	-4%	0%	-6%	0.8%
CN(C)c1ccc(-c2nnn(Cc3ccccc3Br)n2)cc1	-30%	-10%	-12%	2.3%
Cc1nc2c([nH]c3ccc(Br)cc32)s1	2%	-14%	-5%	-5.8%
COC(=O)COc1cccc(NC(=O)COc2ccccc2)c1	0%	-19%	-12%	25%
Cc1ccccc1-n1nc2c(c1NC(=O)c1cc3ccccc3oc1=O)CS(=O)C2 (stereo not drawn)	-1%	-8%	3%	0.5%
O=C(Cn1nnc(-c2ccc(C(F)(F)F)cc2)n1)NCCc1ccccc1	19%	-12%[10.9 µM]	-3%	0.0%
COc1ccccc1NC(=O)c1sc2nc(C)c(C(=O)Nc3ccc(C)cc3C)c(-c3ccc(Br)cc3)c2c1N	45%[activator]	-13%[10.9 µM]	10%	5.7%
O=C(CCCN1C(=O)c2ccccc2C1=O)NCc1ccco1	-1%	.	5%	.

Exported as a markdown table: five of the compounds above.
| structure | p53ts 39C tox | Imprint erasure | p53ts 32C tox | IkB sig inh |
| --- | --- | --- | --- | --- |
| Cc1nc2c([nH]c3ccc(Br)cc32)s1 | 2% | -14% | -5% | -5.8% |
| COC(=O)COc1cccc(NC(=O)COc2ccccc2)c1 | 0% | -19% | -12% | 25% |
| Cc1ccccc1-n1nc2c(c1NC(=O)c1cc3ccccc3oc1=O)CS(=O)C2 (stereo not drawn) | -1% | -8% | 3% | 0.5% |
| O=C(Cn1nnc(-c2ccc(C(F)(F)F)cc2)n1)NCCc1ccccc1 | 19% | -12%[10.9 µM] | -3% | 0.0% |
| COc1ccccc1NC(=O)c1sc2nc(C)c(C(=O)Nc3ccc(C)cc3C)c(-c3ccc(Br)cc3)c2c1N | 45%[activator] | -13%[10.9 µM] | 10% | 5.7% |

(cont.)
SMILES	p53ts 39C tox	Imprint erasure	p53ts 32C tox	IkB sig inh
CCCCn1c(=O)c2oc3ccccc3c2n(CC(=O)Nc2cc(C)ccc2C)c1=O	-1%	-12%[10.9 µM]	2%	2.6%
Cc1cccc(-c2csc(N)c2C(=O)OC(C)C)c1	-11%	.	-4%	.
Cc1csc(NC(=O)c2c(O)c3c(n(CC(C)C)c2=O)CCCC3)n1	8%	1%	4%	?
COc1cccc(CCNC(=O)c2c(O)nc3ccccn3c2=O)c1	-24%	-9%[10.9 µM]	2%	1.1%
CC(=O)c1ccc(NC(=O)CN(C)S(=O)(=O)c2cc3c(cc2Cl)NC(=O)CO3)cc1	-22%	-19%[10.9 µM]	12%	?
CC(C)Oc1ccc(CNC(=O)CCCn2c(=O)c3cccn3c3cccnc32)cc1	?	-16%[10.9 µM]	-4%	?
COc1ccc(NC(=O)CCCN2C(=O)C(c3ccccc3)Oc3cccnc32)c(OC)c1 (stereo not drawn)	-11%	-12%[10.9 µM]	1%	-2.3%
Cc1ccc(OCC(O)CN2CCN(CC(O)COc3ccc(C)cc3Cl)CC2)c(Cl)c1 (stereo not drawn)	-3%	-8%	-1%	0.2%
COc1ccc(CN2C(=O)CN(C3CCCCCC3)C(=O)C2c2ccc(OC)c(OC)c2)cc1 (stereo not drawn)	14%	-9%	10%	1.6%
Cc1csc(NC(=O)CSc2nnc(-c3cccs3)n2C)n1	15%	-10%	2%	-0.9%
Cc1ccc(N(CC(=O)Nc2ccc(C)c(Cl)c2)S(=O)(=O)c2cccs2)cc1	10%	-9%[10.9 µM]	1%	-0.9%
CCCCOC(=O)c1ccc(NC(=O)c2cc(-c3cccs3)on2)cc1	4%	-12%[10.9 µM]	4%	?

Just p53ts 39C tox, for 7 of the compounds above:
mol | p53ts 39C tox
Cc1ccc(OCC(O)CN2CCN(CC(O)COc3ccc(C)cc3Cl)CC2)c(Cl)c1 (stereo not drawn) | -3%
Cc1cccc(-c2csc(N)c2C(=O)OC(C)C)c1 | -11%
Cc1csc(NC(=O)CSc2nnc(-c3cccs3)n2C)n1 | 15%
COc1cccc(CCNC(=O)c2c(O)nc3ccccn3c2=O)c1 | -24%
CCCCOC(=O)c1ccc(NC(=O)c2cc(-c3cccs3)on2)cc1 | 4%
COc1ccc(NC(=O)CCCN2C(=O)C(c3ccccc3)Oc3cccnc32)c(OC)c1 (stereo not drawn) | -11%
CC(=O)c1ccc(NC(=O)CN(C)S(=O)(=O)c2cc3c(cc2Cl)NC(=O)CO3)cc1 | -22%

Continued:
SMILES	p53ts 39C tox	Imprint erasure	p53ts 32C tox	IkB sig inh
CC(C)CN1CCc2nc(Nc3ccc(F)cc3F)ncc2C1	-14%	-8%[10.9 µM]	-18%	-2.6%
O=S(=O)(Nc1ccc(-c2ccc(N3CCCC3)nn2)cc1)c1ccccc1Cl	-23%	-13%[10.9 µM]	-3%	?
Cc1ccc(-n2c(=O)cc(N3CCc4ccccc4C3)[nH]c2=O)cc1	3%	-11%	13%	-0.2%
Cc1ccc(NC(=O)c2c(C)nc3sc(C(=O)Nc4ccc(F)cc4)c(N)c3c2-c2ccc(C)o2)c(C)c1	5%	-11%[10.9 µM]	7%	?
COc1ccc(C(=O)Oc2cc(OC)cc(OC)c2C(C)=O)cc1	6%[9.22 µM]	.	-7%[9.22 µM]	.
COc1ccc(C2C(=O)c3ccccc3C2=O)c(OC)c1	-11%	4%	7%	-0.1%
O=C(CC(c1cccs1)N1Cc2ccccc2C1=O)Nc1ccccc1 (stereo not drawn)	-10%	-2%[10.9 µM]	6%	1.3%
Cc1cccc(-c2nc3nc(C)cc(N4CCN(c5ccccc5)CC4)n3n2)c1	5%	-5%[10.9 µM]	6%	0.6%
CC(C)C(NC(=O)c1cccs1)C(=O)NC1=NCCS1 (stereo not drawn)	4%	-11%	7%	2.4%
O=C(Nc1nc2ccccc2s1)C1CCCO1 (stereo not drawn)	-29%	-74%[inhibitor]	?	?
C=Cc1ccc(Cn2ccn(-c3ccc(F)c(F)c3)c(=O)c2=O)cc1	?	-9%[10.9 µM]	6%	-0.9%
CCOc1ccc(Br)cc1S(=O)(=O)Nc1cccc(-c2ccc(OC)nn2)c1	-17%	2%[10.9 µM]	14%	?
Cc1ccc(Cl)cc1NC(=O)C(C)n1nnc2sc3c(c2c1=O)CCCC3 (stereo not drawn)	-12%	-8%[10.9 µM]	2%	?
CCCCc1cc(=O)oc2cc(C)cc(OCC(=O)O)c12	8%	-8%	5%	0.6%
O=C(Nc1nnc2n1CCS2)c1ccccc1C(F)(F)F	12%	-5%[10.9 µM]	-7%	1.5%
CCc1ccc(-n2c(=O)c3cccnc3n2CC(=O)NCc2ccc(C)cc2)cc1	-26%	-4%[10.9 µM]	6%	0.4%
CN=CC1=C(O)c2ccccc2C1=O	-4%	-26%	-10%	0.3%
CC#CCOC(=O)c1c(C)nc2sc3c(c2c1N)CC[C@@H](O)C3	-10%	-19%	-6%	1.1%&2.3%
COC(=O)c1c(NC(=O)CSc2nnc(-c3ccco3)n2C)sc(C)c1C	34%	.	11%	.
Cc1cc(C)c(S(=O)(=O)Nc2cccc(-c3cn4ccccc4n3)c2)c(C)c1	-10%	-13%[10.9 µM]	6%	-1.9%
CCOc1ccc(-c2nonc2NC(=O)c2oc3cc(C)ccc3c2C)cc1	3%	-11%[10.9 µM]	-6%	?
Cc1cc(NC(=O)CSc2nnc(C3COc4ccccc4O3)o2)no1 (stereo not drawn)	-15%	-40%[inhibitor]	-19%	1.2%
CC1CCCN(C(=O)c2ccncc2)C1 (stereo not drawn)	0%	12%	-1%	-0.2%
CCC(=O)NC(C)C(c1cccs1)N1CCN(c2ccccc2)CC1 (stereo not drawn)	-12%	-2%	9%	1.4%
COc1ccc(/C(O)=C2/C(=O)C(=O)N(CCCC(=O)O)C2c2ccc(OC)cc2)cc1 (stereo not drawn)	-3%	-6%	3%	1.0%
COc1cccc(C(=O)Nc2ncc3c(n2)CC(C)CC3=O)c1 (stereo not drawn)	-2%	-13%	3%	0.6%
CCC1(CC)C(=O)NC(=O)NC1=NCCc1c[nH]c2ccccc12	20%	-15%	27%	-3.7%
Cc1cc(C)cc(-n2c(SCC(=O)NCC3CCCO3)nc3c([nH]c4ccccc43)c2=O)c1 (stereo not drawn)	-30%	-3%[10.9 µM]	8%	-2.4%
CSc1nc(C)cc(Nc2c(C)cc(C)cc2C)n1	4%	-9%[10.9 µM]	0%	?
COc1ccc(C(=O)N2CCC3(CCN(Cc4ccccc4)CC3)CC2)cc1	-3%	.	-12%	2.8%[11.4 µM]
COc1c(F)c(F)c(C(=O)Nc2ccccc2N2CCN(C(=O)C(C)C)CC2)c(F)c1F	1%	-24%	1%	2.2%
O=C(C1=C(O)C(=O)N(Cc2ccccc2)C1c1cccnc1)c1ccco1 (stereo not drawn)	-3%	-7%	5%	-0.4%
CN(Cc1ccco1)c1cc(-c2cccc(C#N)c2)ncn1	-7%	-7%	3%	-0.8%[11.4 µM]
CCOC(=O)N1CCc2c(sc(NCc3cccc(F)c3)c2C(=O)Nc2ccc(OC)cc2OC)C1	-15%	-12%[10.9 µM]	8%	?
Fc1ccccc1Cc1cn2cc(-c3ccc(Cl)cc3)nc2s1	10µM*	7%[10.9 µM]	?	?
COc1ccc(CN(C(=O)Nc2ccccc2)c2ccccn2)cc1OC	19%	15%[10.9 µM]	-2%	3.0%

Full records, looked up by structure. Order of screens: p53ts 39C tox | Imprint erasure | p53ts 32C tox | IkB sig inh
Results for Fc1ccccc1Cc1cn2cc(-c3ccc(Cl)cc3)nc2s1 = 10µM* | 7%[10.9 µM] | ? | ?
Results for Cc1cc(C)cc(-n2c(SCC(=O)NCC3CCCO3)nc3c([nH]c4ccccc43)c2=O)c1 (stereo not drawn) = -30% | -3%[10.9 µM] | 8% | -2.4%

More results follow.
SMILES	p53ts 39C tox	Imprint erasure	p53ts 32C tox	IkB sig inh
CCN1C(=O)c2ccccc2S(=O)(=O)c2ccc(C(=O)NCc3ccc(OC)cc3)cc21	-6%	3%[10.9 µM]	2%	1.0%
c1ccc2[nH]c(CN3CCCCCC3)nc2c1	8%	-7%	-1%	?
O=C(Nc1ccc2c(c1)CCC2)c1ccc(F)cc1	?	.	?	.
COc1ccc(-n2c(C)nc3c(cnn3-c3ccc(C)c(C)c3)c2=O)cc1	5%	-17%	12%	0.7%
COc1ccc(CNC(=O)Cn2c(=O)n3nc(-c4cccc(F)c4)nc3c3ccccc32)cc1OC	2%	-4%[10.9 µM]	2%	-4.3%
c1ccc2[nH]c(SCCN3CCOCC3)nc2c1	-22%	-23%	-21%	-3.1%
CN(C)C(=O)CSc1nnc(CCCCCNC(=O)OC(C)(C)C)o1	10%	-9%	-5%	0.5%
CCOC(=O)c1ccc(NC(=O)Cn2cnc3sc(C(=O)OCC)c(C)c3c2=O)cc1	28%	-11%[10.9 µM]	12%	-0.1%
COc1ccc(S(=O)(=O)Nc2ccc(F)c(Cl)c2)cc1OC	9%	-16%	-3%	0.8%
Cc1ccc(NC(=O)C2=CC(c3ccc4c(c3)OCO4)=NS(=O)(=O)N2C)cc1	3%	-6%[10.9 µM]	-2%	?
Cc1cc(C)c(C)c(OCC(=O)NCC2CCCO2)c1 (stereo not drawn)	5%	-14%	6%	-1.0%
CC(=O)OCc1cc(=O)n2nc(C3CCCCC3)sc2n1	-2%	-9%[10.9 µM]	-9%	?
COC(=O)[C@H](CCSC)NC(=O)NCCC1=CCCCC1	7%	-15%	-5%	-0.9%
O=c1c(-c2ccc(F)cc2)nc2cnc(Nc3ccccc3)nc2n1C1CC1	4%	.	-4%	0.9%[11.4 µM]
CCN1CCN(C(C(=O)NC2CCCC2)c2ccc(Cl)cc2)CC1 (stereo not drawn)	-3%	-11%	-13%	0.4%
O=C(NC(=O)c1cccc(OC(F)(F)C(F)F)c1)OC1CCS(=O)(=O)C1 (stereo not drawn)	-4%	-6%	7%	-1.5%
